Tau filament bind = tau filament binding. P10636. recombinant tau filaments, thioflavin S fluorescence, 15 h; filaments grown with octadecylsulfate alongside compound. Potency, µM (highest dose often 57.1 µM), for the others: at the top dose activity change, negative = inhibition. hit rate 2% among 71,000;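 further: potency means the concentration at half of the fitted maximal effect; on the % scale 0 is the no-effect control and ±100 the full control effect; actives lower thioflavin S fluorescence by blocking filaments or displacing dye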
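ThS-based fibril read: tau 1 uM final, inducer ODS 30 uM final, 37 C for 15 h, ex 450/em 510 nm.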
FLuc inh = blocks Photinus pyralis firefly luciferase activity | Potency, µM (series often up to 57.1 µM), inactives show at the top dose activity change, negative = inhibition, hits mostly inhibitors | purified firefly luciferase, luminescence, 8 min | hit rate 2.2% among 72,000 | P08659; further: potency means the concentration at half of the fitted maximal effect; on the % scale 0 is the no-effect control and ±100 the full control effect; nearly all actives have a fitted effect of over 40% in size
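Firefly luciferase (PKLight detection mix) with 10 uM ATP in pH 7.2 imidazole buffer (KCl, MgCl2, Tween 20, BSA). Compounds tested across a concentration series (qHTS). Luminescence read after 8 min at ambient temperature.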
Hsp90 Hop PPI = changes Hsp90-Hop TPR2A binding signal, up or down; AlphaScreen TPR2A-His6 binding biotin-Hsp90 C-terminal peptide; Potency, µM (top dose mostly 57 µM), inactives show at the top dose activity change, negative = inhibition; hit rate 0.44% among 71,000; AID 595; active means well fitted curve in either direction with a large enough effect; inconclusive means small, poorly fitted or top-dose-only effect, or another doubt; further: potency means the concentration at half of the fitted maximal effect; on the % scale 0 is the no-effect control and ±100 the full control effect; many of its hits are not listed in these tables
HADH2 inhib = HADH2 (human) dehydrogenase inhibition | Q99714 | recombinant HADH2, NADH fluorescence, beta-hydroxybutyryl-CoA | Potency, µM (titrated, usually from 57.1 µM), without a hit: at the highest dose activity change, negative = inhibition, most hits filed as inhibitors | hit rate 3.4% among 73,000 | AID 886; further: potency means the concentration at half of the fitted maximal effect; on the % scale 0 is the no-effect control and ±100 the full control effect; nearly all actives have a fitted effect of over 60% in size; many of its hits are not listed in these tables
Target sequence (Q99714 whole entry, looked up, one chain of several): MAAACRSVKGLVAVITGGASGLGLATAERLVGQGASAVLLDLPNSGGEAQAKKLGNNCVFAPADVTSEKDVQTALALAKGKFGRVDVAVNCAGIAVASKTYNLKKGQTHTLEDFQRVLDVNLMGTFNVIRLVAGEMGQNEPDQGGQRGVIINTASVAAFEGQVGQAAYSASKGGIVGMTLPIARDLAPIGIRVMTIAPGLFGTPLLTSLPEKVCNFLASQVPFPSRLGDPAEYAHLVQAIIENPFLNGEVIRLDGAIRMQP
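E. coli-expressed His-tagged HADH2 tested at 20 nM in alkaline Tris buffer (pH 9.0); oxidation of 90 uM beta-hydroxybutyryl-CoA with 1 mM NAD+ tracked fluorimetrically for 4 min.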
DNA Pol III inh = DNA polymerase III holoenzyme inhibition; reconstituted DNA polymerase III holoenzyme replication, biochemical; Potency, µM (top dose mostly 57.1 µM), for the others: at the top dose activity change, negative = inhibition; hit rate 0.25% among 71,000; further: potency means the concentration at half of the fitted maximal effect; on the % scale 0 is the no-effect control and ±100 the full control effect
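Reconstituted *E. coli* holoenzyme (0.35 nM Pol III, 1 nM beta, 154 nM SSB, 2 nM primase) was preincubated with compound for 15 min at RT. Synthesis on 1.4 nM ssM13Gori ran 35 min, then was stopped with PicoGreen/EDTA and read as dsDNA fluorescence.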
HBB splicing = alters splicing of the hemoglobin beta chain; Potency, µM (highest dose often 46.1 µM), for inactives: at the highest dose activation, actives largely listed as activators; HBB splicing reporter cell assay, activation; EGFP reporter with mutant IVS2-654 intron; response scale: normalised to 500 nM splice-correcting PNA; hit rate 0.06% among 65,000; further: potency means the concentration at half of the fitted maximal effect; 0% is about no effect
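HeLa cells stably expressing EGFP interrupted by mutant beta-globin intron 2 (IVS2-654), 500/well in 2% FCS. Treated with compound for 2 days at 37C. Splicing correction scored as total well GFP intensity (488 nm excitation, 500-520 nm emission); 500 nM antisense PNA served as control.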
ERK AVP block = inhibitors of vasopressin-stimulated ERK signaling pathway. Potency, µM (titrated, usually from 57.5 µM), for the others: at the top dose activity, negative = inhibition, actives largely listed as inhibitors. AID 995. hit rate 0.99% among 72,000. HEK293-V1b, vasopressin-stimulated pERK AlphaScreen; further: potency means the concentration at half of the fitted maximal effect; on the % scale 0 is the no-effect control and ±100 the full control effect; nearly all actives have a fitted effect of over 55% in size
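HEK293 cells stably expressing V1b receptor, seeded overnight in 1% FBS, were treated with compounds for 30 min at 37C, then stimulated 5 min with 25 nM vasopressin; phospho-ERK read by AlphaScreen SureFire after lysis.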
ALOX15 inhib = inhibitors of human 15-lipoxygenase (ALOX15); purified 15hLO-1, xylenol orange hydroperoxide absorbance; Potency, µM (highest dose often 57.1 µM), for the others: at the highest dose activity change, negative = inhibition, actives largely listed as inhibitors; hit rate 1.4% among 74,000; further: potency means the concentration at half of the fitted maximal effect; on the % scale 0 is the no-effect control and ±100 the full control effect; nearly all actives have a fitted effect of over 55% in size
Target sequence (P16050 whole entry, looked up): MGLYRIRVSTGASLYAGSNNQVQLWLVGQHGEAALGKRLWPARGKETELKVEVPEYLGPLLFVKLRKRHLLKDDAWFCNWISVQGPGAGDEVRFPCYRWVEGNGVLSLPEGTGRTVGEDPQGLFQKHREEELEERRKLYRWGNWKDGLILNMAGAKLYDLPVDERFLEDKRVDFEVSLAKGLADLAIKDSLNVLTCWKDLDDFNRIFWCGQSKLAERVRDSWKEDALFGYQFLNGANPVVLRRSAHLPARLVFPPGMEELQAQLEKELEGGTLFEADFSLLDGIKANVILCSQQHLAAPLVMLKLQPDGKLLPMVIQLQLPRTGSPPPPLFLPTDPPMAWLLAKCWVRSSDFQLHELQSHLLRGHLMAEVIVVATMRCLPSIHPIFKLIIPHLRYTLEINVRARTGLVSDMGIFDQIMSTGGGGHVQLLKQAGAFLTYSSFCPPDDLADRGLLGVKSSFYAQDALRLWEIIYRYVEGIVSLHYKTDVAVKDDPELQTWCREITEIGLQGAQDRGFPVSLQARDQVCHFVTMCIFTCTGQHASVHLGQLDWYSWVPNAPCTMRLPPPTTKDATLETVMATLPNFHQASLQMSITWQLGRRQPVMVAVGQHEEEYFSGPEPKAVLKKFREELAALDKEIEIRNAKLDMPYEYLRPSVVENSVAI
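40 nM 15hLO-1 + cpd, 15 min RT; start w/ 50 uM AA (final), 6 min RT; stop/detect w/ 200 uM XO + 300 uM Fe(II) in 50 mM H2SO4, 30 min; A573/A405. Buffer 25 mM Hepes pH 7.5, 0.01% Triton X-100. No-enzyme wells as negative control.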
Ub-GFP proteasome = proteasome inhibitors stabilizing ubiquitin-GFP reporter; Ubiquitin-GFP reporter cells, proteasome inhibition, GFP fluorescence; response scale: untreated = 0%, 10 µM MG-132 = 100%; Potency, µM (highest dose often 45.9 µM), inactives show at the highest dose activation (GFP accumulation), usual class: activators; 67,000 tested, under 10 active; AID 526; active means well fitted activation curve with a large enough effect, not every such curve was filed as active; inconclusive means small, poorly fitted or top-dose-only effect, or another doubt; inactive means no such curve, though single readings can be large or run the other way; further: potency means the concentration at half of the fitted maximal effect
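GFP accumulation read-out: laser plate cytometry counting ubiquitin(G76V)-GFP-expressing U2OS cells after 4 hr compound exposure at 37 °C. Titrations spanned 46 uM to 2.9 nM; 0% = basal, 100% = 10 uM MG-132; concentration-response curves fitted.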
Epigenetic mod = epigenetic modulators derepressing GFP locus in mouse cells; mouse C127i GFP locus derepression, cytometry, 30 h; AID 597; hit rate 0.09% among 68,000; Potency, µM (series often up to 46.1 µM), inactives show at the top dose GFP derepression (activation); further: % of control where 0% means no effect
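Locus derepression in mouse mammary C127i cells whose integrated CMV-GFP reporter is normally silent; GFP expression after 30 h compound treatment was quantified by counting fluorescent cells.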
CRE-bla Fsk = modulators of forskolin-stimulated CRE signaling in CHO cells; CHO CRE-bla reporter (cAMP response element driving beta-lactamase), forskolin EC10, beta-lactamase ratio; Potency, µM (doses to about 38.2 µM), without a hit: top-dose activity change, negative = inhibition, hits mostly activators; hit rate 2.5% among 71,000; active means well fitted activation curve with a large enough effect in the signal ratio, with a control signal flat, not every such curve was filed as active; inconclusive means small, poorly fitted or top-dose-only effect, or effect the other way, or a change in a side signal; the % refers to the signal ratio; further: potency means the concentration at half of the fitted maximal effect; % of control where 0% means no effect
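Reporter-gene assay: CHO cells with beta-lactamase behind cAMP responsive elements, co-treated with compound and EC10 NKH 477 for 3 hours at 37 degrees Celsius. Activity came from the 460/530 nm CCF4 emission ratio.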
* marks the source's active call; other numbers are inactive results; u = inconclusive; x = not tested or not shown; [ ] = dose if it differs, or a comment. Unless noted, the call rests on the fitted dose curve; in most records, active means well fitted curve in the direction sought with a large enough effect; inconclusive means small, poorly fitted or top-dose-only effect, or another doubt; inactive means no such curve, though single readings can be large; an effect the other way counts as inactive or inconclusive. Only part of the results is shown; the hit share may differ from the screen's.

SMILES | Tau filament bind | FLuc inh | Hsp90 Hop PPI | HADH2 inhib | DNA Pol III inh | HBB splicing | ERK AVP block | ALOX15 inhib | Ub-GFP proteasome | Epigenetic mod | CRE-bla Fsk
Cc1cc(C(=O)NCCCN2CCOCC2)n(-c2ccccc2)n1 | -7.0% | 2.2% | -1.7% | 3.4% | -6.9% | 0.9% | 1.5% | -0.5% | -6.0% | 1.9% | -6.2%
Cn1c(=O)cc(SCC(=O)NCC2CCCO2)c2ccc(Cl)cc21 (centres undefined) | 1.6% | -1.4% | -1.9% | 0.0% | -6.3% | -1.4% | 7.0% | -2.0% | 0.9% | 2.3% | 12.5%
O=C1C(c2ccc(F)cc2)N(C2CCCCC2)C(=O)CN1C1CCCC1 (centres undefined) | -5.3% | 3.3% | -1.2% | 14.1% | -1.3% | 0.7% | -2.4% | 3.4% | 10.0% | -2.6% | -10.1%
CC(C)C[C@H](NC(=O)NCc1ccc(Cl)cc1)C(=O)O | -13.4% | 5.5% | 4.1% | 2.6% | -6.2% | -0.4%[57.5 µM] | -4.7% | -2.7% | -5.6% | 11.4% | 0.0%
CC1Cc2ccccc2N1C(=O)COc1cccc(-n2cnnn2)c1 (centres undefined) | -11.8% | 1.0% | -1.5% | 9.9% | -2.6% | -0.2%[57.5 µM] | 11.5% | -0.6% | -4.0% | -2.4% | u
Cc1nonc1NC(=O)c1ccc(Cl)c(S(=O)(=O)N2CCCCC2)c1 | -16.7% | 2.0% | 1.4% | 11.8% | -5.0% | 0.7%[57.5 µM] | -19.5% | -3.3% | -2.2% | -1.9% | 6.1%
CC(C)N(C)C | -1.5% | x | -2.4% | 2.9% | -0.4% | -0.3% | -15.0% | -5.3% | x | x | 8.6%
COc1cccc(C2CC(c3ccc(C)cc3)Nc3nc(N)nn32)c1 (centres undefined) | -7.1% | -0.2% | -5.4%[2.3 µM] | -8.1% | -5.2% | -0.4% | u | 8.6% | 2.0% | x | 1.4%
CCOC(=O)C1CCCN(CC(=O)Nc2c(C(=O)OC)[nH]c3ccc(Br)cc23)C1 (centres undefined) | 33.9% | 2.9% | -1.8% | -4.5% | 0.3% | 0.5%[1.84 µM] | 1.4% | -5.6% | 7.9% | 0.0% | u
CCCN(CCC)S(=O)(=O)c1cc(Br)cc2c1N(C(=O)CC)CC2 | 23.2% | 0.2% | 6.8% | 0.3% | -5.4% | -0.7% | -13.9% | -11.2% | 15.2% | 2.2% | 11.3%
C(=N\c1c(-c2ccccc2)nc2n1CCS2)/c1ccccc1 | u | -13.4% | u | -6.0% | 3.7% | 0.4% | 20µM* | -26.0% | 0.0% | -2.0% | 12.2%
CCCc1cc(=O)[nH]c(/N=C(/NC(=O)c2ccccc2)Nc2ccc3c(c2)OCCO3)n1 | 19.7% | -2.3% | -0.2% | 14.1% | -6.1% | 0.8% | -13.7% | -1.5% | 5.6% | -0.3% | 8.6%
CCOC(=O)Nc1c(C(=O)OC)[nH]c2cc(OC)ccc12 | -11.5% | -2.4% | -6.0% | u | -1.2% | -1.0% | -29.4% | u | -1.0% | 2.9% | u
COCCNc1cc(C)nc2c(-c3ccccc3OC)c(C)nn12 | -4.0% | -2.0% | u | -7.8% | 1.4% | -0.3% | u | 1.4% | 8.8% | 0.0% | 12.1%
Cc1ccc2c(c1)NC(=O)C(CC(=O)NCCCN1CCCCC1C)O2 (centres undefined) | 3.9% | 1.6% | -2.1%[2.3 µM] | u | -4.4% | -0.6% | -4.7% | -0.1% | 5.7% | x | 3.7%
CCCC[C@@H]1C[C@H]1C(NC(=O)c1ccco1)c1ccccc1C(F)(F)F (some centres undefined) | -11.9% | x | 1.8% | -8.9% | -8.4% | 0.9% | -19.9% | x | x | x | -0.6%
Cn1c(=O)n(CC(=O)NC2CCCCC2)c(=O)c2ccccc21 | -2.0% | 3.9% | -0.6% | 6.5% | -2.5% | -1.0% | -7.4% | 4.7% | -6.1% | -1.9% | -0.7%
CN1CCN(c2ccnc(-c3ccccc3C(F)(F)F)n2)CC1 | 2.8% | 0.5%[2.29 µM] | -3.1% | u | -5.6% | -1.5% | 18.0% | -10.3% | 3.3% | -2.9%[9.22 µM] | -9.1%
CN(Cc1cc(Cl)cc(Cl)c1O)Cc1c(O)ccc2ccccc12 | -4.8%[11.4 µM] | -1.5%[11.4 µM] | -5.0%[11 µM] | u | -7.6%[11.4 µM] | 0.1%[9.22 µM] | 5.5%[11.5 µM] | -15.2%[11.4 µM] | 0.5%[9.17 µM] | 17.2%[9.22 µM] | -6.6%[7.6 µM]
CCN(C(=O)CSc1nc2nc(C)cc(C)n2n1)c1ccccc1 | -1.3% | 1.8% | -2.4% | 10.3% | -1.1% | 0.4% | -9.0% | 8.2% | 5.6% | 1.1% | u
COc1cccc(C2=NOC(C(=O)N3CCc4ccccc4C3)C2)c1 (centres undefined) | 21.5% | -0.4% | -2.6%[2.3 µM] | 4.8% | 0.2% | -1.1% | 7.4% | -4.0% | 2.9% | x | -15.8%
Cc1csc(SCCn2c(N3CCOCC3)nc3c2c(=O)[nH]c(=O)n3C)n1 | -2.6% | 2.0% | -3.9% | -7.5% | 2.8% | 0.0% | -7.3% | 1.6% | 6.2% | 4.2% | 3.0%
COc1cccc(C=Nc2cccnc2)c1O | 0.7% | 1.2% | -6.2% | -0.7% | -3.8% | -0.8% | 13.8% | 2.3% | 3.6% | 1.8% | -7.2%
Cc1nc(CNS(=O)(=O)c2cccnc2)cs1 | -13.0% | -0.2% | u | 19.0% | 1.6% | -0.7% | -0.2% | -0.7% | -5.9% | -1.3% | 3.4%
CCc1nc(C)ccc1OCC(=O)O | 14.2% | 2.3% | 1.9% | 4.9% | 1.5% | -1.1% | 2.9% | 1.1% | 0.0% | 0.0% | 2.7%
CCOCCCn1cnc2c(c1=O)c1nc3ccccc3nc1n2-c1ccc(C)cc1 | -28.7% | -0.1% | -3.7% | 31.8%[activator] | -1.4% | 0.7%[0.369 µM] | -7.8% | 4.4% | x | 1.6% | u
COc1ccc(C2CC(=O)Nc3ccccc3S2(=O)=O)cc1OC (centres undefined) | -7.0% | -2.8% | 5.6% | u | -5.8% | -1.9% | -6.6% | -3.6% | 5.4% | 1.4% | u
O=C1CC(N2CCN(S(=O)(=O)c3cccc(C(F)(F)F)c3)CC2)C(=O)N1Cc1ccccc1 (centres undefined) | -11.8% | -0.1% | 1.3% | 4.1% | -6.6% | -2.6% | -0.9% | -2.1% | -2.9% | 0.3% | -7.7%
CCOC(C)(C)C | -8.8% | x | -3.0% | -5.3% | -1.9% | 0.3% | 6.7% | 3.6% | x | x | -0.7%
CCOC(=O)CSc1nnc(CNC(=O)c2ccco2)n1C | -30.8% | -2.0% | 1.0% | 1.2% | 1.7% | -0.4% | 25.0% | 4.0% | -8.7% | -2.8% | u
Cc1cccn2c(=O)c3cc(C(=O)NCCN4CCOCC4)n(Cc4ccccc4)c3nc12 | 5.5% | 1.0% | -6.8% | 9.0% | -3.6% | -0.2% | 21.2% | -5.6% | -3.0% | 2.5% | -3.4%
O=C(C1CCN(c2nnc(N3CCCC3=O)s2)CC1)N1CCN(Cc2ccc3c(c2)OCO3)CC1 | 2.6% | 0.1% | -3.8% | 6.8% | -12.0% | -1.3% | 17.5% | -3.3% | 4.5% | 7.5% | -13.0%
CC(C)c1ccc2oc(-c3ccc(N)cc3)nc2c1 | u | 1.26µM* | -4.0%[11 µM] | 313.5%[activator][11.4 µM] | -6.0%[11.4 µM] | -1.8%[0.0738 µM] | -26.9% | -11.6%[11.4 µM] | 5.7%[9.17 µM] | 1.5% | u
Nc1nc(SCC(=O)O)[nH]c(=O)c1N | 4.3%[11.4 µM] | 0.1%[11.4 µM] | -3.2%[11 µM] | 4.9%[11.4 µM] | -8.0%[11.4 µM] | 0.5%[9.22 µM] | 16.9%[11.5 µM] | 2.7%[11.4 µM] | 8.2%[9.17 µM] | 4.4%[9.22 µM] | -2.2%[7.6 µM]
